CHO parental Ca = ATP-evoked calcium signal inhibitors, parental CHO, primary screen, counter-screen for OX1R antagonist project, cell-based, fluorescence, Fluo-8 calcium dye; parental CHO-K1, ATP-induced calcium, Fluo-8 fluorescence; 330,000 compounds, 0.63% hits; inhibition, % at 5.6 µM;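 active means inhibition above that plate's mean sample inhibition plus 3 SD, cut at about 26% in these data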;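 further: 0% = ATP-challenged DMSO wells and 100% = DMSO wells without ATP; some compounds past the cut are filed as inactive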
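Assay system: parental CHO cells; Read-out basis: percent inhibition of ATP-evoked calcium rise, normalized to controls; Benchmarks: ATP and no-ATP DMSO wells; Compound dosing: single nominal dose of 5.6 µM per compound; Signal: Fluo-8 calcium dye fluorescence; Also added: ATP as calcium-mobilizing challenge; Repeats: singlicate.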
M1 PAM = human M1 muscarinic receptor positive allosteric modulators, primary screen, CHO-K1 cells, Fluo-8 calcium fluorescence, 1536-well; CHO-K1 hM1, ACh EC20; 0% = ACh EC20, 100% = maximal ACh; activation, % at 3 µM; 360,000 compounds, 0.088% hits; AID 588819, 2011; in the data active means activation above about 19%, passing the limit was not always enough
M1 ag = human M1 muscarinic receptor agonists, primary screen, Fluo-8 calcium fluorescence, CHO-K1 cells, HTS. Muscarinic acetylcholine receptor M1 (Homo sapiens), P11229. activation, % at 3 µM. CHO-K1 hM1, agonist mode; 0% DMSO, 100% acetylcholine EC100. 360,000 compounds, 0.33% hits;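 active means activation above the run's mean compound activation plus 3 SD, cut at about 16% in these data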;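 further: peak over basal fluorescence ratio within a 140 s kinetic read after compound addition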
OXTR potentiate = human OXTR potentiators, primary screen, fluorescence, CHO-OTR cells, Fluo-8 calcium. Oxytocin receptor (Homo sapiens), P30559. Fluo-8 calcium fluorescence, potentiator mode; 0% = oxytocin EC15, 100% = EC100. activation, % at 3 µM. 320,000 compounds, 0.061% hits. AID 2445, 2010;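 active means activation above that plate's cutoff, the mean activation of tested compounds plus 3 SD, cut at about 6.6% in these data, passing the limit was not always enough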;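 further: 100% uses oxytocin at 75 nM as the full agonist control; some results filed as inactive read as strong as hits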
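System: human OTR in CHO cells / Also added: sub-maximal oxytocin, roughly EC15 / Control set: EC15 oxytocin low, 75 nM oxytocin high / Schedule: 6 min compound pre-incubation at room temperature, 100 s kinetic read / Compound: single-point 3.0 µM / Replication: singlicate / Technique: Fluo-8 calcium dye fluorescence / Read-out basis: % activation of max/min ratio relative to oxytocin controls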
M1 antag = human M1 muscarinic receptor antagonists, primary screen, CHO-K1 cells, Fluo-8 calcium fluorescence, 1536-well | Muscarinic acetylcholine receptor M1 (Homo sapiens), P11229 | CHO-K1 hM1, ACh EC80 antagonist | inhibition, % at 3 µM | 360,000 compounds, 1.3% hits | AID 588852, 2011;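 active means percent inhibition above its own plate's cutoff, namely the mean of that plate's compound wells plus 3 SD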;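 further: peak over basal fluorescence ratio during 140 s after agonist addition; 0% = ACh EC80 plus DMSO and 100% = DMSO alone without agonist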
TAAR1 agonist = human TAAR1 agonists, primary screen, Fluo-8 calcium fluorescence, CHO RD-HGA16 cells; Trace amine-associated receptor 1 (Homo sapiens), Q96RJ0; vehicle wells 0%, saturating PEA agonist 100%; activation, % at 3 µM; 360,000 compounds, 0.99% hits;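 active means activation above the mean activation of all test compounds in the run plus 3 SD, cut at about 38% in these data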
Target sequence (Q96RJ0 whole entry, looked up): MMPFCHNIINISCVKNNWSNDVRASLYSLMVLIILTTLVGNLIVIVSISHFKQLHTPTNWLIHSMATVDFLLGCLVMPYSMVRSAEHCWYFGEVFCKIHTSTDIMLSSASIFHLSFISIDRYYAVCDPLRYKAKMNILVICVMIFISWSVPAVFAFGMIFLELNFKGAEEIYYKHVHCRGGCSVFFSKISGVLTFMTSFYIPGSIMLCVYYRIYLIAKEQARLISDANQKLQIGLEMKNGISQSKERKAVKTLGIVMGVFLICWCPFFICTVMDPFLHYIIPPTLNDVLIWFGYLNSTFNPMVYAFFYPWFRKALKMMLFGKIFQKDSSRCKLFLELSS
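test system = CHO RD-HGA16 cells carrying human TAAR1 plus Gα16 | schedule = 17-24 h seeding, 75 min 37 °C dye, 30 min RT | compound dosing = 3 µM single concentration | control set = DMSO and PEA EC100 | replicates = n 1 | signal = Fluo-8 fluorescence, 5 s baseline then 140 s kinetic read | measure = percent activation vs PEA EC100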
TAAR1 antag = human TAAR1 antagonists, primary screen, Fluo-8 calcium fluorescence, CHO RD-HGA16 cells; Trace amine-associated receptor 1 (Homo sapiens), Q96RJ0; antagonist; inhibition, % at 3 µM; 360,000 compounds, 1.5% hits;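 active means inhibition above a per-plate cutoff, the mean inhibition of test compounds on that plate plus 3 SD, cut at about 49% in these data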;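 further: 0% = DMSO plus EC80 beta-PEA response and 100% = DMSO alone without agonist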
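test system = CHO RD-HGA16 cells bearing hTAAR1 | replication = singlicate | controls = DMSO-only wells and EC80 β-PEA-stimulated wells | reagent = EC80 β-phenethylamine stimulus | read-out basis = percent inhibition of PEA-evoked calcium signal, max/basal emission ratio | schedule = seeding 17-24 h prior, 75-min 37 °C, 30-min RT dye loading | signal = kinetic Fluo-8 calcium fluorescence measurement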
V1R ag counter = agonists of human V1a receptor, primary screen, counter-screen for OXTR agonist project, fluorescence, CHO-V1R cells. Vasopressin V1a receptor (Homo sapiens), P37288. activation, % at 3 µM. 320,000 compounds, 0.25% hits. Fluo-8 calcium fluorescence, agonist mode; 0% DMSO, 100% 3 nM vasopressin;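 active means activation above the mean activation of all tested compounds plus 3 SD, per screening run, cut at about 20% in these data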;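 further: signal is peak over basal fluorescence ratio across a 100 second FLIPR read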
Target sequence (P37288 whole entry, looked up): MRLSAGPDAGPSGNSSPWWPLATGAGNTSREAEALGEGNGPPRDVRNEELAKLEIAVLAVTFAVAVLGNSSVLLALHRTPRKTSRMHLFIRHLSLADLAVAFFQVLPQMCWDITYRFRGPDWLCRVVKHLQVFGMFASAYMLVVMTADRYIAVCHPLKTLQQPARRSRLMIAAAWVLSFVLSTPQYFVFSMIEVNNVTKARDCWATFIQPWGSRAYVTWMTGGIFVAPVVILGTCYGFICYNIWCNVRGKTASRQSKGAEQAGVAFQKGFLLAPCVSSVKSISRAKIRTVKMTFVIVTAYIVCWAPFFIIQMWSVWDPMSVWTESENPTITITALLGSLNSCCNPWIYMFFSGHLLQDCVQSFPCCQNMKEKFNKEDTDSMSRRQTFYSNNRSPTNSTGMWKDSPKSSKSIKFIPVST
OXTR ag = human OXTR agonists, primary screen, fluorescence, CHO-OTR cells, Fluo-8 calcium; Oxytocin receptor (Homo sapiens), P30559; Fluo-8 calcium fluorescence; normalized: DMSO 0%, oxytocin 100%; activation, % at 3 µM; 320,000 compounds, 0.32% hits;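 active means activation above the mean of all tested compounds plus 3 SD, cutoff set per screening run, cut at about 20% in these data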;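 further: peak over basal fluorescence ratio from a 100 s FLIPR kinetic read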
An asterisk follows results filed as active; . = not tested or not shown.

SMILES | CHO parental Ca | M1 PAM | M1 ag | OXTR potentiate | M1 antag | TAAR1 agonist | TAAR1 antag | V1R ag counter | OXTR ag
CC(NS(=O)(=O)c1ccc(Br)cc1)C(=O)NC1CCCCCC1 (stereo not drawn) | . | 5 | -2 | . | -9 | 6 | -26 | . | .
CC(C)=CCC/C(C)=C/CNC(=O)CC1C[C@H](C(=O)N2CCCCC2)[C@@]2(C)c3[nH]c4ccccc4c3CCN2C1=O (stereo partly drawn) | -6 | 4 | -5 | 7 | -5 | 4 | -12 | 0.2 | 0.8
O=C(O)c1ccc(N/N=C/c2ccc3ncccc3c2)cc1 | 1 | 6 | -5 | -8 | -5 | 1 | -13 | -0.5 | -0.8
CSc1nsc(SCc2ccc(F)cc2)n1 | -11 | 1 | -5 | -1 | -4 | 12 | 27 | -0.6 | -1.9
CCc1ccc2nc(NC(=O)CN3C(=O)NC4(CCCC4)C3=O)sc2c1 | -18 | 20 | 3 | 3 | -26 | 7 | 9 | 0.6 | 1.0
C=CCN1N=C(/C=C/c2ccc(C)cc2)CCC1=O | -9 | -6 | -4 | -4 | 2 | 0 | 1 | -1.9 | -2.0
CN(C(=O)Cn1cc(C#N)c2ccccc21)c1ccccc1 | -18 | 1 | -4 | -10 | 11 | 2 | -25 | 0.2 | -0.1
O=C(N/N=C/c1cccnc1)c1cccs1 | -17 | 7 | -3 | -4 | -7 | 18 | -6 | 0.6 | 0.2
CCCn1c(SCC(=O)c2ccc3c(c2)NC(=O)CO3)nc2ccccc21 | 2 | 6 | -6 | -7 | -9 | 5 | -1 | -0.1 | -1.7
CC1Cc2ccccc2N1C(=O)CSc1nnc(NC(=O)Cc2cccs2)s1 (stereo not drawn) | -9 | . | . | -9 | . | 7 | 7 | -0.5 | -1.0
COc1cc(/C=C2/C(=O)NN(c3ccc(Cl)cc3)C2=O)cc(Br)c1O | -2 | 17 | -1 | -8 | -23 | 4 | -24 | -0.3 | 0.3
O=C(CSc1nc(=O)n(CCCN2CCOCC2)c2c1CCCC2)Nc1ccc(F)cc1F | -25 | 8 | -5 | 4 | -11 | -1 | -5 | -0.1 | -1.9
Cc1ccc(-n2ncc3c(=O)n(CC(=O)Nc4cccc(Cl)c4)cnc32)cc1C | -8 | 7 | -2 | -4 | -9 | 11 | 6 | 1.4 | 2.1
CC1CCN(c2ccc3nnc(CCC(=O)Nc4cccc(F)c4)n3n2)CC1 | -20 | -4 | -5 | -5 | 14 | -1 | -20 | -0.2 | -2.6
COc1cc2c(cc1OC)C(c1cc3cccc(C)c3[nH]c1=O)N(C(=O)c1ccco1)CC2 (stereo not drawn) | -28 | 8 | -5 | 0 | -8 | 5 | 9 | 2.0 | 0.5
CN(C)S(=O)(=O)Oc1cccc(C(=O)Nc2ccccc2Cl)c1 | -21 | 2 | -4 | -4 | 3 | 1 | 7 | 0.3 | -1.2
COc1ccc(CNC(=O)CCSCc2ccc(C)cc2)cc1 | -9 | 8 | -2 | -4 | -11 | -2 | -37 | -0.9 | -1.4
Cc1ccc(NC(=O)CSc2ccccn2)cc1S(=O)(=O)N1CCOCC1 | -24 | 14 | -1 | -3 | -2 | 4 | -4 | 1.8 | 1.3
O=c1[nH]c(CSc2nnc(Cc3ccccc3)o2)nc2ccccc12 | 2 | -3 | -5 | -1 | 0 | 2 | -16 | 1.0 | -0.5
COc1cccc(/C=C2\SC(=S)N(CCCC(=O)N3CCCCC3CCO)C2=O)c1 (stereo not drawn) | -39 | -17 | -6 | -14 | 16 | 7 | 55* | 3.0 | 2.2
CC(=O)c1ccc(-c2cccs2)s1 | -13 | 12 | -6 | -8 | -8 | -2 | 8 | -0.9 | -2.2
CCOC(=O)C1CCCN(C(=O)C2CCN(S(=O)(=O)CC)CC2)C1 (stereo not drawn) | -1 | 1 | 2 | -3 | -26 | -2 | 8 | 0.6 | 0.2
CC(C)c1nnc(SCC(=O)NCc2ccco2)n1C | -3 | 9 | 1 | -9 | -3 | 13 | -1 | 1.8 | 1.1
Cc1ccc(/C=N\NC(=O)C2CC(=O)N(c3ccccc3)C2)o1 (stereo not drawn) | 6 | 2 | -4 | -4 | 0 | 0 | -13 | -0.5 | -0.5
NS(=O)(=O)c1ccc(CCNC(=O)CN2C(=O)NC(c3ccccc3)(c3ccccc3)C2=O)cc1 | -10 | 1 | -2 | 2 | -9 | 0 | -12 | 0.4 | -0.9

Complete entries as entered above:
CC(C)=CCC/C(C)=C/CNC(=O)CC1C[C@H](C(=O)N2CCCCC2)[C@@]2(C)c3[nH]c4ccccc4c3CCN2C1=O (stereo partly drawn) in the list: CHO parental Ca = -6; M1 PAM = 4; M1 ag = -5; OXTR potentiate = 7; M1 antag = -5; TAAR1 agonist = 4; TAAR1 antag = -12; V1R ag counter = 0.2; OXTR ag = 0.8
CC1CCN(c2ccc3nnc(CCC(=O)Nc4cccc(F)c4)n3n2)CC1 in the list: CHO parental Ca = -20; M1 PAM = -4; M1 ag = -5; OXTR potentiate = -5; M1 antag = 14; TAAR1 agonist = -1; TAAR1 antag = -20; V1R ag counter = -0.2; OXTR ag = -2.6

Later entries
SMILES | CHO parental Ca | M1 PAM | M1 ag | OXTR potentiate | M1 antag | TAAR1 agonist | TAAR1 antag | V1R ag counter | OXTR ag
CC1(c2cccc(Br)c2)NC(=O)N(CC(=O)N2CCN(C(=O)c3ccco3)CC2)C1=O (stereo not drawn) | -3 | -3 | -3 | -2 | 1 | 2 | -2 | 0.2 | 4.2
COC(=O)C1=C(N)Oc2cc(C)n(C)c(=O)c2C1c1ccc(Cl)c(Cl)c1 (stereo not drawn) | -16 | 5 | -1 | 0 | -5 | 10 | 33 | 3.1 | 0.0
Cc1ccc2occ(/C=N/NC(=O)c3ccncc3)c(=O)c2c1 | . | 5 | -2 | . | -3 | 1 | 1 | . | .
COc1ccc(C)cc1-n1nnnc1SCC(=O)NNC(=O)c1ccc([N+](=O)[O-])cc1 | -5 | 11 | -8 | 3 | -7 | 4 | -5 | 1.8 | 0.8
O=C(COC(=O)c1ccc(F)cc1Cl)Nc1cccc(S(=O)(=O)N2CCOCC2)c1 | -14 | 1 | 2 | -10 | 0 | 6 | 21 | 5.8 | 8.7
CCOC(=O)c1c(C)c(C(=O)NCC2CCCO2)c(C)n1C (stereo not drawn) | -3 | 4 | -7 | 0 | -2 | 0 | 5 | 0.8 | 0.2
Cc1ccccc1C(=O)N1CCC(C(=O)Nc2ccc3c(c2)OCCO3)CC1 | -4 | 3 | -1 | -10 | -6 | 4 | -14 | 2.7 | 0.2
COc1ccc2ccccc2c1CNC(C)CCc1ccccc1 (stereo not drawn) | -7 | -2 | -2 | -16 | 7 | 5 | 9 | 15 | 18
COCCCn1c(C(=O)Nc2ccc3c(c2)OCO3)cc2c(=O)n3cccc(C)c3nc21 | . | 13 | -1 | . | -15 | 1 | -14 | . | .
CC(=O)Nc1c(C)cc(OCC(=O)O)cc1C | 2 | 10 | -3 | -1 | -11 | -1 | -4 | -0.1 | 0.2
COc1ccc(/C=N/NC(=O)c2cccnc2)cc1CSc1nc2ccccc2s1 | -10 | -2 | -2 | -12 | 11 | 10 | 47 | 6.6 | 3.1
CN(Cc1ccccc1)C(=O)CSc1nc2ccccc2c(=O)n1Cc1ccco1 | -24 | -7 | -7 | -4 | 6 | 1 | 2 | 0.5 | 0.2
CCC(C)c1ccccc1N1CC(C(=O)Nc2ccc(N3CCOCC3)cc2)CC1=O (stereo not drawn) | -4 | 0 | -4 | -7 | 2 | 5 | -19 | 1.6 | 0.8
COc1cc(C)c(Cl)cc1S(=O)(=O)n1ccnc1 | -13 | -10 | -4 | 4 | 8 | 4 | 9 | -0.3 | -0.1
COCCN1Cc2cccc(C(=O)NCc3ccccc3OC)c2C1=O | -21 | -3 | -6 | -2 | 5 | 3 | 11 | 1.1 | -1.5
CCOc1ccc(NC(=O)CCN2CCN(c3ccccc3F)CC2)cc1 | -13 | 2 | -7 | 0 | -4 | 8 | 9 | 0.0 | -0.1
CCNC(=O)Nn1c(C)nnc1C | -16 | 8 | -4 | -7 | -16 | 1 | -23 | -0.5 | -0.1
CC(=O)Oc1ccc(C(=O)Nc2cccc(C(=O)c3ccc(C)c(C)c3)c2)cc1 | 0 | 3 | -1 | -9 | 0 | -2 | -15 | 1.9 | 0.5
O=C(Nc1cccc(Cl)c1)Nc1ccccc1C(=O)NCc1ccco1 | -17 | -7 | -3 | -15 | 7 | 9 | 47 | 0.0 | -2.2
Cc1ccc(S(=O)(=O)CCC(=O)OCc2nnc(-c3ccccc3Br)o2)cc1 | -9 | 8 | -3 | -7 | -8 | 2 | -5 | 1.6 | 0.7
CN1CCN(C(=S)NC(CC(=O)c2ccccc2)c2ccccc2)CC1 (stereo not drawn) | -8 | 4 | -4 | -2 | -6 | 1 | -2 | 1.6 | 2.3
CC1(C)CC(NC(=O)C2CCN(S(=O)(=O)c3ccc(Cl)c(C(F)(F)F)c3)CC2)CC(C)(C)N1 | . | 12 | -8 | . | -15 | 1 | -7 | . | .
C[C@@H]1ON(C)[C@H]2C[C@H]3c4cc(N5CCOCC5)ccc4CCN3C(=O)[C@@H]12 | . | 5 | -2 | . | -10 | 1 | -10 | . | .
CCOC(=O)N1C(=O)[C@@](c2ccc(Cl)cc2)(C(C)C)N1C(=O)OCC | -19 | 14 | -1 | -4 | -12 | 0 | 10 | -1.4 | -1.9
O=C(Nc1nnc(SCC(=O)N2CCCc3ccccc32)s1)c1cccc2ccccc12 | -17 | -4 | -4 | -8 | 3 | 10 | 7 | 0.5 | 0.1
CCN(CC)S(=O)(=O)c1ccc(/C=C/C(=O)Nc2ccc(Br)cc2F)cc1 | 9 | -20 | -9 | -6 | 31* | 2 | 53* | 2.6 | -0.5
